NPYLR7 ag: activates Aedes aegypti NPYLR7 receptor; 0.15% of 270,000 active; HEK293T NPYLR7/Galpha15, GCaMP6s calcium fluorescence; activation, % at 10 µM; AID 1259423; in the data active = activation above about 40%;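 note: 0% = vehicle and 100% = reference agonist at the receptor; some compounds past the cut are filed as inactive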
hcGAS lum: inhibitors of human cGAS; Q8N884; recombinant h-cGAS, ATP depletion, Kinase-Glo luminescence; inhibition, % at 12.5 µM; 0.081% of 290,000 active; AID 1259398;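 note: 0% = vehicle reaction and 100% = reaction without DNA for no activity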
Target sequence (Q8N884 whole entry, looked up): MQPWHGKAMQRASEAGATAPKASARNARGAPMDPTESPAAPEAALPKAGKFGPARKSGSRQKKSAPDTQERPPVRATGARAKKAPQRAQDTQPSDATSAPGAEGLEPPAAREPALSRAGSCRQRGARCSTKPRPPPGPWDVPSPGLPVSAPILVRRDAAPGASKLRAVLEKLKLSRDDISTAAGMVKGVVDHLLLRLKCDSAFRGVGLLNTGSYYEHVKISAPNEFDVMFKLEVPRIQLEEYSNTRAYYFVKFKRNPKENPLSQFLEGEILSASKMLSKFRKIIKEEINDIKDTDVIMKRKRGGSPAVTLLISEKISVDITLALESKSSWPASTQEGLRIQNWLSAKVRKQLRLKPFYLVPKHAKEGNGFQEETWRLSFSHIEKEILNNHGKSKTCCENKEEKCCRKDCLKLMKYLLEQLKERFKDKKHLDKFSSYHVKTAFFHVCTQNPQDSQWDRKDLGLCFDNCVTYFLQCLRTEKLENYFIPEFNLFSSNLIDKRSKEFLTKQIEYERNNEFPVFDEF
mcGAS lum: inhibitors of mouse cGAS. 0.15% of 160,000 active. Q8C6L5. inhibition, % at 12.5 µM. recombinant cGAS, Kinase-Glo ATP depletion luminescence;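 note: 0% = negative control wells and 100% = reference inhibitor with no enzyme activity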
* = called active by the depositor; x = no result given; & = joins results of further samples. Cut-off read from the data, not from the text of the source, unless noted: active = inhibition above about 40%; inactive = the rest.

The first 5 compounds, ahead of the listing:
Every second line gives: NPYLR7 ag	hcGAS lum	mcGAS lum
C=C(C)Cn1c(N/N=C\c2ccc(O)cc2O)nc2c1c(=O)n(C)c(=O)n2C
  4	-3	x
COc1ccc(OC)c(-c2cnc(-c3ccc(CNC(=O)c4cc(C)oc4C)cc3)[nH]2)c1
  2	-3	-5
CNC(=O)c1ccc(/C=C/C(=O)N2CCC(n3cncn3)CC2)cc1
  14	-5	-12
CCS(=O)(=O)Oc1ccc(CN(C(=O)Nc2ccc(Cl)cc2)C(C)C)cc1
  11	-9	-5
COCC(=O)N(Cc1ccco1)Cc1cc(NC(=O)NC(C)C)ccc1N(C)C
  9	-3	-4

The whole of this part, from the start:
Every second line gives: NPYLR7 ag	hcGAS lum	mcGAS lum
C=C(C)Cn1c(N/N=C\c2ccc(O)cc2O)nc2c1c(=O)n(C)c(=O)n2C
  4	-3	x
COc1ccc(OC)c(-c2cnc(-c3ccc(CNC(=O)c4cc(C)oc4C)cc3)[nH]2)c1
  2	-3	-5
CNC(=O)c1ccc(/C=C/C(=O)N2CCC(n3cncn3)CC2)cc1
  14	-5	-12
CCS(=O)(=O)Oc1ccc(CN(C(=O)Nc2ccc(Cl)cc2)C(C)C)cc1
  11	-9	-5
COCC(=O)N(Cc1ccco1)Cc1cc(NC(=O)NC(C)C)ccc1N(C)C
  9	-3	-4
CC(=O)Nc1c(I)cc(I)c(C(=O)O)c1I
  5	-2	x
Cc1ccc(-n2nc3c(c2NC(=O)CCC2CCCCC2)CS(=O)(=O)C3)c(C)c1
  -1	-6	x
CCCCCNc1ncnc2c1nnn2CC
  -2	5	-2
COc1ccc(CCN(C)c2cc(C(C)(C)C)nc(SCc3ccc(C(=O)N4CCCC4)o3)n2)cc1OC
  11	-10	-2
CC(C)NC(=O)c1ccc(-c2cc(-c3ccc(Cl)cc3)[nH]n2)cc1
  x	-1	2
CN(Cc1ccccc1)C(=O)CCC1CCN(C(=O)Nc2ccc3c(c2)OCO3)CC1
  8	-8	x
CN(Cc1ccccc1)C(=O)Nc1cc(S(C)(=O)=O)ccc1Cl
  -3	-4	x
C=CCCC(=O)Nc1cccc(Br)c1C
  3	-10	-17
CCCN(C(=O)/C=C/c1ccccc1)C(C)C(=O)Nc1ccccc1 (configuration not stated)
  -2	-8	x
CCOC(=O)CC1COCCN1C(=O)c1cc(-c2ccccc2)nn1C (configuration not stated)
  -7	-8	-19
COc1cccc(Cc2nsc(N3CCC(C(=O)NC(C)CCc4ccccc4)CC3)n2)c1 (configuration not stated)
  -9	-3	-1
O=C(NCc1ccc2c(c1)OCO2)C1COC2(CCCCC2)N1C(=O)c1ccco1 (configuration not stated)
  31	-8	-4
CC(=O)N(c1nc(/C=C/C(=O)O)cs1)c1ccccc1F
  -6	5	x
NC(=O)C1CCN(C2CC(=O)N(c3ccccc3F)C2=O)CC1 (configuration not stated)
  5	3	-7
COc1ccccc1N1C(=O)C(Cl)=C(Nc2ccc(S(N)(=O)=O)cc2)C1=O
  -1	2	-2

Next part.
Every second line gives: NPYLR7 ag	hcGAS lum	mcGAS lum
O=c1[nH]c(CNCc2ccco2)nc2scc(-c3ccccc3Cl)c12
  17	-1	x
COc1ccccc1NC(=O)C(NC(=O)OCc1ccccc1)SC(C)C (configuration not stated)
  -3	-4	-4
O=C(Nc1cccc(Oc2ccccc2)c1)C1CC12c1ccccc1-c1ccccc12 (configuration not stated)
  4	2	-3
COC(=O)c1ccc(NC(=O)Cn2c(-c3nnc(C)o3)cc3ccccc32)cc1
  5	-4	-6
Cc1cc(C)cc(NC(=O)CC(=O)N[C@H]2CCCCNC2=O)c1
  11	-11	-12
CCOC(=O)C1(Cc2ccc(Cl)cc2)CCN(C(=O)Nc2cc(C)ccc2OC)CC1
  -3	1	1
COc1ccc(NC(=O)C2CC(=O)N(CCc3ccccc3)C(=Nc3ccc(Cl)cc3)S2)cc1 (configuration not stated)
  4	-1	-8
COC(=O)c1cc(OC)c(=O)c2c(OC)c(OC)ccc2c1
  x	-6	-4
CCCOc1ccccc1/C=C1\SC(N)=NC1=O
  -2	8	5
COc1cc(COC2CN(C(=O)c3ccc(C(C)=O)s3)CC(=O)N(C(C)C)C2)cc(OC)c1 (configuration not stated)
  6	-3	-16
CCN1C(=O)NC(c2ccc(C)cc2C)C2=C1CN(C(CC(C)C)C(=O)Nc1ccccc1F)C2=O (configuration not stated)
  4	-10	-7
CC(c1cncs1)N(C)Cc1cnc2c(-c3ccccc3)cnn2c1 (configuration not stated)
  x	-10	-12
Cc1nc(CNC(=O)C(=O)c2cccs2)cs1
  -2	-4	-14
COc1ccc(-c2cc(-c3ccccc3)[o+]c(-c3ccccc3)c2)cc1
  -5	3	x
CC1CCCN(S(=O)(=O)c2ccc3c(c2)nc(SCc2nc4ccccc4[nH]2)n3CC2CCCO2)C1 (configuration not stated)
  5	-1	-6
CC(=O)N1CCn2nc(C(=O)NCC3(c4ccccc4)CCOCC3)cc2C1
  11	-5	x
CC(c1nc2ccccc2s1)N(C)C(=O)c1cccnc1N1CCCC1 (configuration not stated)
  6	-14	x
CC(C)(C)NCC(O)COCCC12CC3CC(CC(C3)C1)C2 (configuration not stated)
  11	2	x
COCCN(Cc1cc(NC(=O)COC)ccc1N(C)C)C(=O)C(C)C
  -4	-7	-6
CCOCCCNC(=O)c1cc(NC(=O)Nc2ccc(Br)cc2)ccc1N1CCCC1
  6	-3	-3

Further records.
Every second line gives: NPYLR7 ag	hcGAS lum	mcGAS lum
Cc1ccccc1Oc1cc(-c2ccccc2)nc(SCc2cccc(C#N)c2)n1
  8	-1	x
CNC(=O)CCN(C)C1CCN(c2cccc(C)c2C)CC1
  -3	0	x
O=C(COc1cc(Cl)ccc1Cl)Nc1ccc2c(c1)C(=O)c1ccccc1C2=O
  4	-2	x
CC(c1ccncc1)N(C)Cc1ccc(-n2cccn2)cc1 (configuration not stated)
  13	-5	-10
C=CCN(Cc1csc(COc2ccc(C)c(C)c2)n1)C(C)=O
  3	-6	-6
COc1ccc(Cl)c2c1NCCC2
  3	-9	-14
COc1ccc(C(C)=O)cc1Cn1c(C)c(C(=O)NCC(C)C)sc1=O
  -10	4	x
CCOC(=O)c1cnc(-c2ccc(C(F)(F)F)cc2)nc1NCCc1cccc(Cl)c1
  25	-3	-5
O=C(NCc1ccc(F)cc1)N1CCC2(CC1)C(=O)NCN2c1ccccc1
  1	-2	-3
Cn1cccc1C=CC(=O)OCC(=O)NC1(C#N)CCCC1
  13	-10	x
CCOC(=O)N1CCN(C(c2ccc(Cl)cc2Cl)C2Sc3nc(CC)nn3C2=O)CC1 (configuration not stated)
  -1	-4	-6
CCCS(=O)(=O)Nc1cc(NC(=O)C2CCOC2)c(F)cc1F (configuration not stated)
  14	-11	x
Cc1nc2c(OCc3ccc(F)cc3)cccn2c1N(C)C(=O)CCC1CCCC1
  -11	-1	1
CC(C)N1C(=O)COCc2cc(-c3cnn(C)c3)ccc21
  6	-5	x
O=C(c1cc(-c2csc(NC3CCCC3)n2)c[nH]1)N1CCCC1
  1&5	-1&-13	-9
C=CCN1C(=O)C(=Cc2ccc(O)cc2)SC1=S
  45	-17	-5
Cc1ccc(C(=O)N2C(=S)C(c3ccc(F)cc3)=NC23CCN(C)CC3)cc1
  0	-6	4
O=C1Oc2ccccc2C1=Cc1c(Cl)cccc1Cl
  2	-5	-7
Fc1ccccc1-c1nnc(-c2ccc3c(c2)OCO3)o1
  6	-11	x
O=C(O)CCc1nnc(SCC(=O)Nc2ccc(Cl)c(Cl)c2)[nH]c1=O
  7	5	x

More records:
Every second line gives: NPYLR7 ag	hcGAS lum	mcGAS lum
CC(C)COc1ccc(NS(=O)(=O)c2cccnc2Cl)cc1Cl
  11	-5	x
CCOc1cc2c(cc1-c1nccn1Cc1cnn(C)c1C)CCC2
  -5	-3	0
Cc1nc(-c2ccccc2)sc1C(=O)Nc1c(C)nc2scc(C)n2c1=O
  2	-1	0
COc1ccc(OC)c(-c2cccc(-c3cccc(N)c3)n2)c1
  12	-4	-3
CC(C)Oc1ccc(C(=O)Nc2c3c(nn2C(C)(C)C)CS(=O)C3)cc1 (configuration not stated)
  1	-11	x
Cc1nc(N2CCOCC2)[nH]c(=O)c1CCC(=O)N(C)Cc1ccc2c(c1)OCO2
  0	8	x
Cc1nn(Cc2ccccn2)c(=O)c2c1cnn2-c1ccccc1
  4	-6	x
Cc1ccc(NC(=O)C2CCCCC2)c(NC(=O)[C@@H]2CCCN2C)c1
  16	-7	-10
COCCN(CC(=O)N(CCc1c[nH]c2ccccc12)Cc1ccccc1OC)S(=O)(=O)c1ccc2ccccc2c1
  -1	0	-3
Cc1[nH]oc(=O)c1N=Nc1ccc2[nH]c(=O)[nH]c2c1
  1	-1	x
CC(N=C1SCCN1C(=O)c1ccccc1C(F)(F)F)c1ccccc1 (configuration not stated)
  -1	3	-3
CCOC(=O)C(O)(CC(=O)Nc1cc(F)ccc1C)C(F)(F)F (configuration not stated)
  -5	9	x
CCn1c(C)cc(O)c(C(=O)Nc2cccc(Cl)c2)c1=O
  -1	-5	-6
O=C(c1coc(CN(CCc2c[nH]c3ccccc23)Cc2ccc(F)cc2)n1)N1CCCC1
  23	2	-5
COc1cc(OC)cc(C2SCCN2C(=O)c2ccc([N+](=O)[O-])cc2)c1 (configuration not stated)
  10	3	-3
O=C(O)c1cnc(Nc2ccc(F)c(F)c2)c(Cl)c1
  0&-2	-9&-7	-14
CN1CCN([C@@H]2CCN(Cc3ccc4cc(F)ccc4n3)C[C@H]2O)CC1
  -2	1	x
O=C(NCCC(=O)N1CCN(c2ccc([N+](=O)[O-])cc2)CC1)c1ccoc1
  x	-4	-4
Cc1nn(C)cc1C(C)Nc1ccc(C(=O)Nc2ccccc2)nn1 (configuration not stated)
  3	-5	-11
CCN(CC)CCCC(C)NC(=O)c1cc(-c2cccc(OC)c2)nc2cc(C(C)(C)C)nn12 (configuration not stated)
  -1	-3	-3

Next part.
Every second line gives: NPYLR7 ag	hcGAS lum	mcGAS lum
C[C@H]1COc2c(C3(N)CC3)c(F)cc3c(=O)c(C(=O)O)cn1c23
  -5&-11	-4&-2	x
CCOC(=O)C1(NC(C)=O)CC(C)(CBr)OC1=O (configuration not stated)
  2	-7	x
COc1ccc(F)c(-c2cc(C)cnc2-n2cnnc2)c1
  -1	-1	1
CCc1cnc(C)nc1N1C[C@H]2CC=CC[C@H]2C1
  0	5	x
Cc1ccc2cc(CCNC(=O)Cc3cccc4ccccc34)c(=O)[nH]c2c1
  15	-10	-9
CC(C)(C)NC(=O)N1CCC2(CC1)NC(=O)c1ccc(Cl)cc1N2
  1	-10	-5
CCC(CC)(CCO)CNC(=O)C1CCCOC1 (configuration not stated)
  -1	-13	x
CCc1ccc(CN(C)Cc2c(C(=O)N3CCOCC3)nc3c(C)cccn23)nc1
  6	-6	x
CN(C)C1(CNc2nc(CN3CCOCC3)nc3sc4c(c23)CCC4)CCCCC1
  1	-6	-8
O=C(CCc1cnccn1)N1CCOC(CC(c2ccccc2)c2ccccc2)C1 (configuration not stated)
  -1	-10	-12
O=C1OC(c2ccc(Cl)cc2)=NC1=Cc1ccc(F)c(F)c1
  4	-5	x
O=c1[nH]ncc(N2CCOC(c3ccc(Br)cc3)C2)c1Cl (configuration not stated)
  2	-3	x
Cc1nc(N2CCCCCC2)c2ccsc2n1
  -5	4	x
Cc1ccc2nc(Oc3ccc4c(c3)OCO4)cc(=O)n2c1
  0	-9	x
Cc1ccc2nc(COC(=O)c3cc(C)oc3C)cc(=O)n2c1
  -1	8	-7
CN(Cc1ccccc1)C(=O)c1csc([C@@H]2O[C@H](CO)[C@H](O)[C@H](O)[C@H]2O)n1
  2	-10	-7
CC(C)=C(NC(=O)c1ccccc1)C(=O)N/N=C/c1coc2ccccc2c1=O
  -18	1	0
COc1ccc(-c2nc3ccccc3c(=O)[nH]2)cc1C
  -19	-14	x
O=C(Nc1nc2ccc3ccccc3c2s1)c1ccc(Br)s1
  -1	-8	x
O=[N+]([O-])c1cccc(-c2nc(-c3ccc(Cl)cc3)no2)c1
  -6	-5	x

Taken from above.
hcGAS lum result of CCc1ccc(CN(C)Cc2c(C(=O)N3CCOCC3)nc3c(C)cccn23)nc1 stands at -6
NPYLR7 ag result of CC(C)=C(NC(=O)c1ccccc1)C(=O)N/N=C/c1coc2ccccc2c1=O stands at -18

The list goes on:
Every second line gives: NPYLR7 ag	hcGAS lum	mcGAS lum
CN(C)C(=O)c1csc(-c2csc(NCC3CCC3)n2)c1
  0	-6	x
CCOC(=O)C1CCN(C(=O)c2cccc(Nc3c(Oc4ccc(Cl)c(C)c4)cnn(C)c3=O)c2)CC1
  11	-7	-5
CCn1c(O)c(C=NCCCC(=O)OC)c(=O)n(CC)c1=S
  -2	-8	-7
FC(F)(F)CCc1ccnc(NCc2cccnc2)n1
  7	-8	x
Cc1ccc(-c2nc3ccccn3c2NC(=O)COc2ccc(Cl)cc2)cc1
  -1	-6	-7
Cc1nc(-c2ccccc2)nc(N2CCN(C(=O)C3CCCC3)CC2)c1Cc1ccc([N+](=O)[O-])cc1
  x	-11	-8

Structures above that contain a nitro group on carbon:
Every second line gives: NPYLR7 ag	hcGAS lum	mcGAS lum
COc1cc(OC)cc(C2SCCN2C(=O)c2ccc([N+](=O)[O-])cc2)c1 (configuration not stated)
  10	3	-3
O=C(NCCC(=O)N1CCN(c2ccc([N+](=O)[O-])cc2)CC1)c1ccoc1
  x	-4	-4
O=[N+]([O-])c1cccc(-c2nc(-c3ccc(Cl)cc3)no2)c1
  -6	-5	x
Cc1nc(-c2ccccc2)nc(N2CCN(C(=O)C3CCCC3)CC2)c1Cc1ccc([N+](=O)[O-])cc1
  x	-11	-8
